RGS4 inh – blocks human RGS4-accelerated GTP hydrolysis; P49798; Transcreener GDP fluorescence polarization, RGS4-accelerated GTP hydrolysis; Potency, µM (highest dose often 114 µM), for the others: top-dose activity change, negative = inhibition, most hits filed as inhibitors; 390,000 tested, 0.039% active; AID 504845; note: % is set by controls: 0 for no effect and ±100 for the full control effect; nearly all actives have a fitted effect of over 75% in size; some results filed as inactive show a strong effect at the top dose
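MLSMR compounds (23 nl, pin-transferred) preincubated 10 min at room temperature with a 500nM (2x) first reagent, then RGS4 at 900nM (2x) plus Transcreener GDP mix added; fluorescence polarization (620/688 nm) read before and after 90 min at 30 °C.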
TrxR1 substrate – substrates of rat thioredoxin reductase 1; AID 588456; 390,000 tested, 0.01% active; O89049; Potency, µM (series often up to 114 µM), for the others: at the top dose activity change, negative = substrate turnover; purified TrxR1 substrate turnover, NADPH consumption readout; note: % is set by controls: 0 for no effect and ±100 for the full control effect; nearly all actives have a fitted effect of over 50% in size
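Rat TrxR1, dispensed at 90 nM, was prereduced with 400 uM NADPH (final) for 5 min at ~22 deg C, then incubated with compound 15 min before 400 uM selenite. A first-read NADPH fluorescence drop versus no-compound background flagged substrates.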
RXFP1 ag – RXFP1 (human) receptor agonism | HEK293T-RXFP1 cAMP TR-FRET, 30 min; response scale: percent of porcine relaxin response, buffer zero | Potency, µM (top dose mostly 57.5 µM), for inactives: at the top dose activation, actives largely listed as activators | 370,000 tested, 0.3% active; note: % is set by controls: 0 for no effect and ±100 for the full control effect; nearly all actives have a fitted effect of over 60% in size; many of its hits are not listed in these tables
Target sequence (Q9HBX9 whole entry, looked up): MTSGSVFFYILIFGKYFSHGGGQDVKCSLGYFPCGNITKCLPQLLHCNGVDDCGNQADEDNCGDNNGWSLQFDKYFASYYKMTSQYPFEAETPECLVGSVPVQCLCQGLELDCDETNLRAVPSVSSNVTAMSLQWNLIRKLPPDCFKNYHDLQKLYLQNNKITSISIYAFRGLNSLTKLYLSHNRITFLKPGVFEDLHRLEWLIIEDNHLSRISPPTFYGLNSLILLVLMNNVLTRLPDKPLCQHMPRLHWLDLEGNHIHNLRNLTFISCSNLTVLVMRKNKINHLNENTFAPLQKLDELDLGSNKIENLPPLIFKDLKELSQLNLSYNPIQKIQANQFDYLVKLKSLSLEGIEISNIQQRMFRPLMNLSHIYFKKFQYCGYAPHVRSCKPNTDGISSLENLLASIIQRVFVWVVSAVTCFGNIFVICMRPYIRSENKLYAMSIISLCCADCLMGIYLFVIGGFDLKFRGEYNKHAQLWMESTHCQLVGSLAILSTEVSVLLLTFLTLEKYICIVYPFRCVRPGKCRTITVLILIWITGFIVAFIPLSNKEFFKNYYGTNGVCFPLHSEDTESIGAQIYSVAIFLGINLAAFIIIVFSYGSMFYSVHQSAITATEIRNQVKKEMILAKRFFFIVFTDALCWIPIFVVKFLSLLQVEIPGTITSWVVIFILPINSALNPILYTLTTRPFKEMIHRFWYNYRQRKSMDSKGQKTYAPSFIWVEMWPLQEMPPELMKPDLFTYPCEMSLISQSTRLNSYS
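cAMP rise read by TR-FRET after 30 min, 37C compound exposure (up to 58 uM) in RXFP1-transfected HEK293 cells with Ro 20174 present. EC50 from Hill-equation fits, with 29 nM porcine relaxin as 100% and buffer as basal.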
12-LOX inh – blocks human arachidonate 12S-lipoxygenase; P18054; purified 12hLO, xylenol orange hydroperoxide absorbance; Potency, µM (titrated, usually from 108 µM), for the others: at the top dose activity change, negative = inhibition, most hits filed as inhibitors; 580,000 tested, 1.1% active; AID 1671190; note: % is set by controls: 0 for no effect and ±100 for the full control effect
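Purified human 12hLO (150 nM final) in 25 mM Hepes, 0.01% Triton X-100, pH 7.0 was preincubated 15 min at room temperature with compound. Then 40 uM arachidonic acid was added, 30 min. Hydroperoxide was read by Fe-XO absorbance ratio 573/405 nm.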
USP1-UAF1 inh – blocks the human USP1/UAF1 deubiquitinase complex. O94782. recombinant USP1/UAF1, Ub-Rhodamine cleavage fluorescence. Potency, µM (top dose mostly 57.1 µM), for inactives: top-dose activity change, negative = inhibition, hits mostly inhibitors. 390,000 tested, 0.23% active; note: % is set by controls: 0 for no effect and ±100 for the full control effect; nearly all actives have a fitted effect of over 60% in size; inactives centre near -12
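USP1/UAF1 complex (1 nM) preincubated 15 min at room temperature with compound, then Ub-Rho substrate (150 nM final) added. Kinetic fluorescence at 480/540 nm over 6 reads at 60 s intervals; 50 mM HEPES pH 7.8, 0.5 mM EDTA, 0.1 mg/ml BSA, 1 mM TCEP, 0.01% Tween-20.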
Vif-APOBEC3G blk – inhibitors of Vif-APOBEC3G interaction. Q9HC16. HeLa A3G-eYFP + Vif (tagged APOBEC3G with the HIV-1 protein that degrades it), YFP fluorescence, overnight. Potency, µM (titrated, usually from 46.1 µM), for the others: at the top dose activity, negative = active, most hits filed as inhibitors. 410,000 tested, 0.076% active;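 note: % is set by controls: 0 for no effect and ±100 for the full control effect; nearly all actives have a fitted effect of over 60% in size; hits raise eYFP signal because A3G escapes Vif-driven loss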
Target sequence (Q9HC16 whole entry, looked up): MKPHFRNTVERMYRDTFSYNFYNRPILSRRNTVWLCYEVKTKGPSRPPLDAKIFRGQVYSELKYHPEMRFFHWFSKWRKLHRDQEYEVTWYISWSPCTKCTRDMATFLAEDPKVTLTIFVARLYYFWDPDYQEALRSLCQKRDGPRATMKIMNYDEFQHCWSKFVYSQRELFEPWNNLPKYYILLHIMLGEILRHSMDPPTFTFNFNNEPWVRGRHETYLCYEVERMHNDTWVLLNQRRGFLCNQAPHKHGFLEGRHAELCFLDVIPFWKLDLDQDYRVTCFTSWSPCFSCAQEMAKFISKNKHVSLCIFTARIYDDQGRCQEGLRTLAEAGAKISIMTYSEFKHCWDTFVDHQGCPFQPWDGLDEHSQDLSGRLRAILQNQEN
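HeLa cells stably expressing Vif and C-terminally eYFP-tagged A3G, seeded overnight at 37 deg C, then exposed to compound by pintool overnight at 37 deg C. Rise in yellow fluorescence (Ex 488/Em 500-530, Acumen) marks blocked Vif-driven A3G degradation.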
mIDH1 inhibitor – blocks human mutant IDH1 R132H enzyme; O75874; IDH1-R132H enzyme, NADPH consumption, diaphorase/resazurin fluorescence; Potency, µM (highest dose often 76.6 µM), for the others: at the highest dose activity change, negative = inhibition, most hits filed as inhibitors; 390,000 tested, 0.093% active; note: % is set by controls: 0 for no effect and ±100 for the full control effect; nearly all actives have a fitted effect of over 65% in size
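IDH1-R132H (0.5 ug/mL) preincubated 30 min with compound, then NADPH (0.016 mM) and alpha-KG (2 mM) added; 80 min at RT, pH 7.5. Remaining NADPH coupled via diaphorase/resazurin to fluorescence (540/590 nm); concentration-response curves normalized to no-enzyme control.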
Vif-A3F inh – inhibitors of Vif-A3F interaction | HeLa A3F-eYFP + Vif (tagged APOBEC3F with the HIV-1 protein that degrades it), YFP fluorescence increase | 390,000 tested, 0.2% active | Potency, µM (top dose mostly 46.1 µM), for inactives: at the top dose activity, negative = active; note: % of control where 0% means no effect; nearly all actives have a fitted effect of over 65% in size
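Fluorescence increase (Ex 488/Em 500-530) after overnight compound treatment at 37 deg C flags inhibition of Vif-driven A3F-eYFP loss in stable HeLa A3F-eYFP/Vif cells seeded overnight beforehand.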
rTrxR1 inhibitor – rat TrxR1 inhibition. O89049. recombinant rTrxR1, NADPH fluorescence consumption, selenite substrate. Potency, µM (series often up to 114 µM), for the others: top-dose activity change, negative = inhibition, most hits filed as inhibitors. 390,000 tested, 1% active; note: % is set by controls: 0 for no effect and ±100 for the full control effect; nearly all actives have a fitted effect of over 65% in size
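Rat TrxR1 (90 nM in the dispensed reagent) was pre-reduced with 400 uM NADPH for 5 min at room temperature, then incubated with compound for 15 min. After 400 uM selenite was added, NADPH fluorescence (Ex 340/Em 450 nm) was followed for 8 min.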
An asterisk follows results filed as active; ? = inconclusive; nt = no result given; & = joins results of further samples; [ ] = dose if it differs, or a comment. Calls come from the whole dose curve; as a rule, active = well fitted curve in the direction sought with a large enough effect; inconclusive = small, poorly fitted or top-dose-only effect, or another doubt; inactive = no such curve, though single readings can be large; an effect the other way counts as inactive or inconclusive. Potency is the fitted concentration of half-maximal effect.

Below each compound – RGS4 inh, TrxR1 substrate, RXFP1 ag, 12-LOX inh, USP1-UAF1 inh, Vif-APOBEC3G blk, mIDH1 inhibitor, Vif-A3F inh, rTrxR1 inhibitor
- COCCCNC(=O)C1CCN(c2ncccn2)CC1
 : 6.6%, 16.2%, 0.4%, -0.5%, -9.2%, -0.5%, 7.9%, 1.7%, 30.1%
- Cc1nn(-c2ccc(N3CCCCC3)nn2)c(C)c1CCC(=O)NCc1ccccc1F
 : 18.6%, 1.8%[57.1 µM], 0.8%, -12.5%, 13.7%, 0.6%, 0.0%, 0.7%, 21.1%[57.1 µM]
- CC(NC(=O)c1ccccc1Br)c1ccc2c(c1)CCCC2 (stereo not given)
 : -1.1%, -0.8%, -1.8%, -7.0%, -15.6%, -7.2%, 8.0%, 2.1%, 8.1%
- COc1ccc(NC(=O)Nc2ccc3c(c2)C(=O)N([C@H](C)CO)C[C@H](C)[C@@H](CN(C)Cc2ccc(Cl)c(Cl)c2)OCCCC[C@@H](C)O3)cc1
 : nt, nt, nt, -44.4%, 8.4%, -7.0%, 2.0%, -14.7%, nt
- Cc1cccc(N2CCN(CC(O)COCc3cccs3)CC2)c1C (stereo not given)
 : 2.6%, 10.7%, 0.2%, -29.0%, 1.7%, 1.7%, -5.2%, -13.9%, 23.3%
- COc1ccc(C(C)NC(=O)C23CC4CC(CC(C4)C2)C3)cc1 (stereo not given)
 : -0.1%, -4.8%[57.1 µM], 0.0%, 20.5%, ?, 3.0%, 0.5%, 0.6%, 11.5%[57.1 µM]
- Cc1ccc(C)c(Nc2nc3c(S(=O)(=O)c4ccc(C(C)C)cc4)nnn3c3ccsc23)c1
 : 17.4%, 20.3%, ?, -19.4%, ?, 3.2%, ?, 4.0%, 6.5%
- CNc1nc(-c2ccc3c(c2)CCN3C(=O)c2ccc(F)cc2)cs1
 : -10.8%, -2.1%, -0.5%, 6.5%, -9.4%, -1.4%, -3.7%, ?, 7.4%
- COCCCNC(=O)CS(=O)(=O)Cc1nc(-c2cccc(OC)c2)oc1C
 : 8.3%, 4.1%, 0.5%, 0.0%&3.2%, -3.9%, 0.9%, 1.3%, 4.5%, -2.9%
- Cc1ccc(-n2ncc(C#N)c2N)cc1
 : 13.1%, 3.9%, -0.3%, -8.0%, -10.2%, 0.7%, 7.0%, 1.7%, 19.4%
- CC1CC(C)CN(CCCNC(=O)c2cn(C)c3ccc(S(=O)(=O)N4CCCC4)cc3c2=O)C1 (stereo not given)
 : 12.8%, -3.0%, 4.0%, 6.7%, -15.4%, 0.9%, 5.0%, -17.9%, 10.7%
- O=C(Nc1c(C(=O)N2CCOCC2)cnn1-c1ccccc1)c1ccco1
 : -7.8%, 3.9%, -2.4%, -0.7%, -24.3%, -6.1%, 1.3%, 4.2%, 8.1%
- O=C(N/N=C/c1cc2cc3c(cc2nc1Cl)OCCO3)c1ccccc1O
 : -49.1%, 17.3%, 1.0%, -17.5%, -26.8%, 0.9%, 3.8%, -9.2%, 13.2%[57.1 µM]
- COC(=O)C1CSC(C(=O)OC)N1C(=O)Nc1ccccc1 (stereo not given)
 : 5.1%[11.4 µM], -9.5%, 0.6%, -16.6%, 1.2%, 0.9%, 1.9%, 6.8%, -12.1%[57.1 µM]
- CC(=O)Nc1cccc(/C(C)=N/NC(=O)c2ccc(CN3CCOCC3)cc2)c1
 : -18.6%, 6.1%[57.1 µM], 0.4%, 0.3%, -10.8%, -6.3%, 3.1%, 0.9%, 11.5%[57.1 µM]
- COc1ccccc1C(=O)NCCC(=O)NNC(=O)C1COc2ccccc2O1 (stereo not given)
 : -14.1%, -7.6%, 0.2%, 8.7%, -15.0%, -3.5%, 2.6%, -0.6%, -11.4%
- COc1ccc(OC)c(NC(=O)N2CCCC(C)C2)c1 (stereo not given)
 : -11.2%, -4.2%, 1.1%, -60.1%, -16.9%, 0.9%, -8.1%, -2.4%, 8.3%[57.1 µM]
- O=C(COc1ccccc1[N+](=O)[O-])N(Cc1ccco1)c1ccccn1
 : -4.5%, 4.2%, 2.3%, -17.1%, -15.6%, -0.5%, -3.4%, -1.8%, 8.5%
- Cc1cccc(NC(=O)c2cccc(S(=O)(=O)Nc3ccccc3C(=O)O)c2)c1
 : -5.1%, -9.8%, 1.3%, 0.0%, -9.4%, -4.4%, -14.9%, -1.6%, -20.8%
- C=CCNC(=O)c1ccc(Cn2c(=S)[nH]c3cc4c(cc3c2=O)OCO4)cc1
 : ?, 1.8%, 3.6%, 0.0%, -19.9%, 0.1%, 2.6%, 0.6%, 13.2%
- Cc1ccc(S(=O)(=O)NCC(c2ccc(N(C)C)cc2)N2CCc3ccccc32)cc1 (stereo not given)
 : -20.3%, 6.5%[57.1 µM], 1.0%, -10.5%, -10.1%, -1.4%, 10.5%, 1.9%, 16.9%[57.1 µM]
- Cc1ccc(NC(=O)C2CCN(S(=O)(=O)c3cccs3)CC2)cc1
 : 14.5%&-6.2%, -5.0%&-0.3%, -1.3%&-0.2%, 0.5%&-6.6%, -11.9%&-8.6%, 0.0%&2.8%, -12.8%&-0.4%, -6.4%&0.8%, -1.7%&15.1%
- COCCn1c(-c2ccccc2)cnc1N
 : 9.2%, -10.2%, -0.6%, 0.0%, -8.7%, -1.2%, -1.0%, -9.4%, -14.4%
- COC(=O)c1sc(N)c(C(=O)OC)c1CSc1nnnn1C
 : -1.6%, -14.0%, 0.8%, 0.0%, -6.7%, -3.4%, 7.1%, -2.1%, 11.0%[57.1 µM]
- NC(=O)c1nsc(C(=O)N(Cc2cccnc2)C(C(=O)NCc2ccc(F)cc2)c2ccc(O)cc2)c1N (stereo not given)
 : -12.6%, 18.1%[57.1 µM], 1.7%, -13.4%, -5.3%, -1.0%, 0.5%, 11.9%, 13.7%[57.1 µM]
- Cc1ccc(C(=O)N2CCOCC2)cc1[N+](=O)[O-]
 : 5.5%, 1.2%, 0.2%, ?, -2.5%, -2.2%, 1.7%, -2.1%, 10.6%
- Cc1ncoc1C(=O)N1CCCC(C(=O)c2ccc(C(F)(F)F)cc2)C1 (stereo not given)
 : -11.7%, 12.4%[11.4 µM], 1.1%, -2.7%, ?, 0.2%, 5.1%, -12.0%, 23.2%[11.4 µM]
- COc1ccc(OC)c(NC(=O)c2csc(Cl)c2OC)c1
 : 11.1%, 13.7%, -3.0%, 6.0%, -23.9%, -1.6%, 5.4%, 8.0%, 27.4%
- CCc1ccc(/C=C2/SC(=S)N(CC(=O)Nc3nc4ccccc4s3)C2=O)cc1
 : -39.0%, -10.4%, 0.7%, 8.7%, ?, -12.7%, -2.1%, -15.9%, -12.5%
- O=C(CCc1nnc(CCCCc2ccccc2)o1)NCCC1CCCCO1 (stereo not given)
 : -13.9%, 6.3%[11.4 µM], 2.1%, 8.5%, -4.5%, -0.1%, 2.1%, 0.3%, 18.0%[11.4 µM]

Rewritten as a markdown table: entries from further up.
| smiles | RGS4 inh | TrxR1 substrate | RXFP1 ag | 12-LOX inh | USP1-UAF1 inh | Vif-APOBEC3G blk | mIDH1 inhibitor | Vif-A3F inh | rTrxR1 inhibitor |
| --- | --- | --- | --- | --- | --- | --- | --- | --- | --- |
| O=C(COc1ccccc1[N+](=O)[O-])N(Cc1ccco1)c1ccccn1 | -4.5% | 4.2% | 2.3% | -17.1% | -15.6% | -0.5% | -3.4% | -1.8% | 8.5% |
| Cc1cccc(NC(=O)c2cccc(S(=O)(=O)Nc3ccccc3C(=O)O)c2)c1 | -5.1% | -9.8% | 1.3% | 0.0% | -9.4% | -4.4% | -14.9% | -1.6% | -20.8% |
| COc1ccccc1C(=O)NCCC(=O)NNC(=O)C1COc2ccccc2O1 (stereo not given) | -14.1% | -7.6% | 0.2% | 8.7% | -15.0% | -3.5% | 2.6% | -0.6% | -11.4% |

New compounds follow.
Below each compound – RGS4 inh, TrxR1 substrate, RXFP1 ag, 12-LOX inh, USP1-UAF1 inh, Vif-APOBEC3G blk, mIDH1 inhibitor, Vif-A3F inh, rTrxR1 inhibitor
- Cc1ccc(Nc2nc(NCCCN3CCOCC3)nc(N)c2[N+](=O)[O-])cc1
 : 4.6%, 10.2%, 2.0%, 0.6%, -9.5%, -0.6%, -1.4%, -8.4%, 42.2%[activator]
- Cc1cccc(OCCSc2cc(C)nc(N)n2)c1
 : -12.5%, -4.2%, 0.0%, 7.1%, -7.9%, -5.5%, 1.7%, -4.9%, -1.3%
- COc1cccc(Nc2ncnc3nc[nH]c23)c1
 : 4.2%, -1.9%, 0.2%, 17.3%, -26.1%, -2.0%, -3.7%, -5.5%, 3.0%
- Cc1cn(C)c(CC(=O)Nc2cccc(Cl)c2C)c1C(=O)O
 : -2.3%, 1.9%[57.1 µM], 4.5%, -8.7%, -12.3%, 0.3%, 4.0%, -3.9%, 5.0%[57.1 µM]
- CCOC(=O)c1nn(-c2cccc(OC)c2)c2nc(Nc3ccccc3)cc(=O)n12
 : -47.6%, 15.4%, 3.3%, 12.3%, -4.3%, -22.4%, 6.7%, ?, -14.4%
- CC(CCc1ccccn1)C(=O)c1ccccc1 (stereo not given)
 : 13.1%, 10.4%[57.1 µM], nt, -4.6%, -5.7%, -1.7%, 6.9%, 5.9%, 10.4%
- O=C(CC1Nc2cccc3cccc(c23)NC1=O)Nc1ccccc1 (stereo not given)
 : -2.3%, -5.8%, -0.5%, ?, -25.2%, -0.1%, 12.7%, -6.4%, -0.6%

These rows are one share of the data (hit frequency here may not be typical).
